M4 ag: CHRM4 agonism in calcium assay. P08173. CHO-K1 hM4/Gqi5, Fluo-8 calcium fluorescence; vehicle 0%, full acetylcholine response 100%. activation, % at 3 µM. hit rate 0.14% among 360,000;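 active = activation above the run mean over all test wells plus 3 SD, cut at about 32% in these data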;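 also: peak over basal fluorescence ratio per well then scaled between controls; 0% = DMSO wells and 100% = acetylcholine at EC100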
M5 ag: CHRM5 agonism in calcium assay; activation, % at 3 µM; AID 624037; CHO-K1 hM5 cells, Fluo-8 calcium fluorescence; 0% DMSO wells, 100% maximal acetylcholine response; hit rate 0.19% among 360,000; P08912;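 active = activation above the run's mean over test compounds plus 3 SD, cut at about 23% in these data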;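 also: signal is peak over basal fluorescence ratio across the kinetic read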
Target sequence (P08912 whole entry, looked up): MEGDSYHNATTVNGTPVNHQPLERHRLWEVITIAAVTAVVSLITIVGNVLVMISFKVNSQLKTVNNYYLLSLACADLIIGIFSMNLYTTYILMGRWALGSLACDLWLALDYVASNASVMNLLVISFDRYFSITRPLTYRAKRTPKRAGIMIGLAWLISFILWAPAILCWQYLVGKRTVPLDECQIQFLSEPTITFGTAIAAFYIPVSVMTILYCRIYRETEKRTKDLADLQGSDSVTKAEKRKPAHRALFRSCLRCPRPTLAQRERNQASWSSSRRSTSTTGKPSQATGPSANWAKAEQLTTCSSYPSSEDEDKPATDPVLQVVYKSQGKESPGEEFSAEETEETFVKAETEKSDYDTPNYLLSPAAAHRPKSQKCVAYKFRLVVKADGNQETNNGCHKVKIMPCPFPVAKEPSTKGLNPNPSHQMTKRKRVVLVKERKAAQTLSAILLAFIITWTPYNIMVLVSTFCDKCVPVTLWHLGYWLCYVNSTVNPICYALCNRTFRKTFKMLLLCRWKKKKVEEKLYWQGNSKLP
CHRM1 antagonist: human CHRM1 antagonism | inhibition, % at 3 µM | CHO-K1 hM1, Fluo-8 calcium fluorescence, ACh EC80 antagonist | AID 588852 | hit rate 1.3% among 360,000;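 active = percent inhibition above its own plate's cutoff, namely the mean of that plate's compound wells plus 3 SD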;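 also: peak over basal fluorescence ratio during 140 s after agonist addition; 0% = ACh EC80 plus DMSO and 100% = DMSO alone without agonist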
Target sequence (P11229 whole entry, looked up): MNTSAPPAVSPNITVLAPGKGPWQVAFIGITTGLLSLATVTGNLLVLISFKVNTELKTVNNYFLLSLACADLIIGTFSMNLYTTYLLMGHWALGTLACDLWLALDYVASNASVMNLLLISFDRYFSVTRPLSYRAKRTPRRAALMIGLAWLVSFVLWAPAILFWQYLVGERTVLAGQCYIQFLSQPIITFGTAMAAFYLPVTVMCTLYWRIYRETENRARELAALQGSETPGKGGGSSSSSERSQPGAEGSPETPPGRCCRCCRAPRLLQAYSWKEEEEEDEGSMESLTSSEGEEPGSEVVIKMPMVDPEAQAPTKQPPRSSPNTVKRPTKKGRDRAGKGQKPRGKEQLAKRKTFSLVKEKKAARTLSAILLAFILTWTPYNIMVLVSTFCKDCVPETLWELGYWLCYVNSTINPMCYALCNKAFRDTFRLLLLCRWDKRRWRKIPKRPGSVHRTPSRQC
CHRM1 agonist: agonists of human M1 muscarinic receptor | CHO-K1 hM1, Fluo-8 calcium fluorescence, agonist mode; 0% DMSO, 100% acetylcholine EC100 | activation, % at 3 µM | hit rate 0.33% among 360,000;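 active = activation above the run's mean compound activation plus 3 SD, cut at about 16% in these data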;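 also: peak over basal fluorescence ratio within a 140 s kinetic read after compound addition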
M5 PAM: CHRM5 positive allosteric modulation; hit rate 0.3% among 360,000; P08912; AID 624038; CHO-K1 hM5, Fluo-8 calcium, ACh EC20 PAM; 0% = ACh EC20, 100% = ACh EC100; activation, % at 3 µM;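 active = activation above the run cutoff, the mean activation of all test compounds plus 3 SD, cut at about 18% in these data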
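Measured by: Fluo-8 calcium fluorescence; material: human M5 receptor in CHO-K1 cells; schedule: Post-acetylcholine fluorescence recording 140 s; benchmarks: low control EC20 acetylcholine (0%), high control EC100 acetylcholine (100%); read-out: Max/basal fluorescence ratio as % of EC20–EC100 ACh window; compound: single dose, 3 µM nominal final test concentration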
M5 antag: CHRM5 antagonism in calcium assay | P08912 | AID 624040 | hit rate 0.59% among 360,000 | CHO-hM5 cells, Fluo-8 calcium fluorescence, ACh EC80 | inhibition, % at 3 µM;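 active = inhibition above a per-plate cutoff, the mean of that plate's test compounds plus 3 SD, cut at about 27% in these data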;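 also: 0% = acetylcholine EC80 with DMSO and 100% = DMSO without agonist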
TAAR1 ag: human TAAR1 agonism. Q96RJ0. CHO RD-HGA16 TAAR1, Fluo-8 calcium fluorescence; vehicle wells 0%, saturating PEA agonist 100%. activation, % at 3 µM. hit rate 0.99% among 360,000. AID 624467;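 active = activation above the mean activation of all test compounds in the run plus 3 SD, cut at about 38% in these data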
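System: CHO RD-HGA16 cells carrying human TAAR1 plus Gα16; Incubation: 17-24 h seeding, 75 min 37 °C dye, 30 min RT; Measured by: Fluo-8 fluorescence, 5 s baseline then 140 s kinetic read; Control set: DMSO and PEA EC100; Replication: single well for each compound.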
M4 antag: CHRM4 antagonism in calcium assay | hit rate 0.73% among 360,000 | P08173 | inhibition, % at 3 µM | CHO-hM4 cells, ACh EC80, Fluo-8 calcium fluorescence;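 active = inhibition above its plate's cutoff, the mean inhibition of sample wells plus 3 SD, cut at about 27% in these data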;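 also: 0% = acetylcholine EC80 with DMSO and 100% = DMSO without agonist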
CHRM1 PAM: human CHRM1 positive allosteric modulation. CHO-K1 hM1, Fluo-8 calcium fluorescence, ACh EC20; 0% = ACh EC20, 100% = maximal ACh. activation, % at 3 µM. hit rate 0.088% among 360,000; in the data active = activation above about 19%, passing the limit was not always enough
Numbers without * were called inactive.

SMILES	TAAR1 ag	CHRM1 antagonist	M4 ag	M5 PAM	CHRM1 PAM	M5 ag	M5 antag	M4 antag	CHRM1 agonist
O=C(O)CCCC(=O)NNC(=O)c1cccc(Br)c1	10.8	0.6	0.3	0.6	7.5	0.4	-5.5	4.5	-1.9
Cc1cc(C(=O)OCC(=O)N(C)c2c(N)n(Cc3ccccc3)c(=O)[nH]c2=O)c(C)n1-c1ccccc1	-1.6	-16.0	2.0	-5.1	10.6	-3.5	4.8	-10.2	-5.0
CC(C)(C)C(=O)N1CCN(c2nc3ccc(Cl)cc3s2)CC1	3.6	5.0	10.2	-6.0	-6.0	4.0	1.4	9.4	-5.4
CCOc1cc(-c2cc(-c3ccc(C)cc3)nc(N)c2C#N)ccc1O	6.8	10.3	1.7	-12.4	-0.8	-3.9	19.3	15.2	-2.6
O=C(NCc1ccccc1C(F)(F)F)c1cccc2c1C(=O)c1ccc(N3CCOCC3)cc1S2(=O)=O	19.9	21.7	15.6	-18.4	-11.7	5.3	13.5	7.7	-0.1
O=C(CSc1nc(-c2ccc(F)cc2)nc2ccc(F)cc12)Nc1cccc(C(=O)O)c1	2.5	-2.5	0.5	2.3	5.7	1.6	9.9	-8.9	-2.0
Cc1ccc(C(=O)N2CCCC(c3ccc(Cl)cc3)=N2)cc1	6.2	11.1	-0.9	-3.5	-11.3	-2.2	7.5	-5.9	-3.2
O=C(OCC(=O)N1CCOCC1)c1ccc[nH]c1=O	13.9	-5.9	0.7	0.6	11.3	2.7	-1.1	2.0	-3.1
O=c1[nH]c(C(Cl)Cl)nc2sc3c(c12)CCN(Cc1ccccc1)C3	-0.8	-9.5	0.7	-1.5	4.1	-1.4	-1.0	4.5	-11.3
CCOC(=O)c1cccc(OCC(O)CNCCOc2ccccc2F)c1 (stereo not drawn)	23.8	-3.3	4.4	0.5	5.0	-1.3	5.5	9.7	-3.3
CCOC(=O)c1ccc2c(c1)N(CC#N)C(=O)C(C)(C)O2	3.2	-3.8	1.7	1.1	6.9	-5.6	5.0	6.2	-5.5
COc1ccc(Nc2cc(C)nc3ncnn23)cc1Cl	-0.7	-7.1	0.7	0.9	11.2	1.6	-13.0	-6.1	-1.1
O=C(CN1CCN(C(=O)c2cccc(S(=O)(=O)N3CCCC3)c2)CC1)Nc1ccc(F)cc1	8.6	6.3	0.8	-2.3	4.7	-0.1	11.2	12.4	-2.4
CCc1cc2ccc(OC)cc2nc1SCC(=O)Nc1cc(C)on1	0.7	-13.4	0.2	1.5	1.6	-2.2	-2.8	-9.0	-3.4
CC(C)(C)NC(=O)COC(=O)c1ccccc1NC(=O)c1ccco1	2.5	-19.9	5.9	0.7	17.9	6.8	4.4	-5.8	-0.1
C#CCOCC1CN(c2ccccc2)C(=O)O1 (stereo not drawn)	6.2	-10.0	0.1	-0.3	7.1	-0.9	0.7	-0.4	-3.2
COc1ccc([N+](=O)[O-])cc1NC(=O)C(C)OC(=O)C1CCCC1 (stereo not drawn)	-1.1	-4.5	0.0	3.1	7.9	-5.0	4.3	3.6	-6.0
COc1cc(C(=O)N(C(C)C)C2CCCCC2)cc(OC)c1OC	-1.4	-7.1	0.0	-2.1	7.6	0.1	-0.1	-2.8	-2.3
CC1CCN(C(=O)c2ccc(-c3ccccc3Cl)o2)CC1	1.6	-13.7	-0.8	1.7	14.5	-5.3	8.0	2.1	4.5
CCN1C(=O)/C(=C2\SC(=S)N(NC(=O)c3ccccc3O)C2=O)c2ccccc21	-1.5	-16.7	1.3	-1.9	5.9	4.5	8.0	9.0	-1.4
O=C(Cc1ccc(F)cc1)Nc1cccc2cccnc12	8.4	-4.0	-0.9	-0.5	4.3	-2.6	-0.1	1.5	-4.1
Cc1ccc(C(=O)Nc2ccccc2Oc2ccccc2)cc1[N+](=O)[O-]	18.2	0.5	1.6	-10.8	-2.4	-0.7	2.0	1.9	-5.2
Cc1cc(Cl)ccc1OCCCC(=O)N/N=C/c1cccc([N+](=O)[O-])c1	0.6	-3.6	0.8	4.4	0.5	-2.7	-3.6	-3.9	-8.3
O=C(COC(=O)c1ccccc1)Nc1ncc([N+](=O)[O-])s1	4.9	-8.3	13.3	4.7	-7.7	14.3	2.4	6.2	8.8
CNc1nnc(-c2cc3cc(Cl)ccc3oc2=O)s1	9.4	-0.4	0.7	-0.2	2.6	-0.9	14.5	1.4	-2.4
O=C(COC(=O)c1ccc(F)c(S(=O)(=O)N2CCOCC2)c1)NCc1ccco1	2.1	-14.4	1.2	-4.5	-1.8	1.5	-5.4	-15.6	-1.1
N#Cc1c(N)n(Cc2ccccc2)c(=O)c2cc([N+](=O)[O-])ccc12	5.3	0.5	2.3	-1.4	-2.0	1.9	8.1	-2.6	-4.0
O=C1CCN(S(=O)(=O)c2ccc(Cl)cc2)N1	1.3	-2.6	0.4	-3.5	3.0	-2.5	3.3	2.1	-3.4
CC1=C(C#N)C(=O)NC(=O)/C1=C\c1ccc(-c2cc(C)c(C)cc2[N+](=O)[O-])o1	-1.6	-5.3	-0.2	4.5	6.0	-6.0	-9.4	3.5	-7.6
CCOc1ccc(NC(=O)c2cnsn2)cc1	3.8	-8.7	0.4	-3.1	6.6	-7.0	-2.3	-3.5	-6.5
CCOc1ccc(NC2CCN(C(C)=O)CC2)cc1	0.3	4.7	11.3	-6.1	-5.4	2.1	3.4	3.1	-1.4
CC1CN(C(=O)c2ccc(COc3ccccc3Cl)o2)CC(C)O1 (stereo not drawn)	0.5	1.3	0.7	-7.2	1.2	-0.1	14.1	21.2	-3.4
COc1cc(CO)c(Br)cc1OCC(N)=O	7.2	0.5	0.1	-2.4	-0.8	-1.2	4.5	2.0	-7.0
COCCNC(=O)CN1C(=O)NC2(CCCc3cc(OC)ccc32)C1=O (stereo not drawn)	0.9	-13.5	0.0	1.6	8.7	0.3	-2.8	4.2	-2.1
CCN(CC(=O)Nc1ccc2c(c1)OCCO2)C(=O)/C=C/c1cccc(C(F)(F)F)c1	19.2	-11.5	1.8	7.2	6.4	-1.3	10.1	7.8	-5.5
COc1ccc(C(C)=O)cc1CC1(C)C(=O)Nc2ccc(OC(F)(F)F)cc21 (stereo not drawn)	-0.7	-20.0	1.6	0.9	10.1	-1.8	2.2	0.3	-5.2
COc1cc(Br)c(C(C)NC(=O)c2ccccc2)cc1OC (stereo not drawn)	6.5	-10.3	3.1	-7.9	9.2	1.8	4.5	-2.3	-2.1
CC(=O)c1cccc(N=Cc2c(O)ccc3ccccc23)c1	-0.2	2.2	0.7	-3.2	-0.5	-2.4	8.2	-3.8	-1.7
CC(C)N(Cc1ccccc1)S(=O)(=O)c1ccc(-n2cccn2)cc1	1.1	-13.7	3.5	-6.1	0.9	-1.3	2.3	-7.7	-6.7
CCn1c(Cc2ccccc2)nnc1SCC(=O)NC1CCCC1	5.6	19.7	0.4	4.0	0.1	-1.0	4.8	-6.4	-3.3
CCc1ccc(CNC(=O)C2CCC(=O)N2C2CCCCC2)cc1 (stereo not drawn)	9.7	-4.4	0.9	2.7	8.6	-0.6	2.0	-3.9	-5.7
CCN(C(=O)COC(=O)c1cc(-c2cccc3ccccc23)nc2ccccc12)C1CCS(=O)(=O)C1 (stereo not drawn)	10.1	3.8	8.7	-1.5	-1.2	6.6	12.4	2.2	-4.2
Cc1ccccc1CN(C)C(=O)[C@H](Cc1ccccc1)NC(=O)c1ccco1	26.9	13.7	19.8	-29.7	0.8	1.4	23.2	9.7	-1.9
O=C(NCCC(=O)N1CCN(S(=O)(=O)c2ccc(Cl)cc2)CC1)Nc1ccccc1	1.7	-7.3	1.4	-2.1	0.2	-3.0	-1.1	5.2	-5.0
COCCCNC(=O)C12CCC(C)(C(=O)C1)C2(C)C (stereo not drawn)	4.8	-13.5	0.8	-1.8	1.0	-0.9	4.8	-5.7	-1.1
CN(C)/N=C/c1ccc(OS(=O)(=O)c2ccccc2)cc1	9.8	-2.6	-0.1	3.6	2.2	-3.4	-2.7	-0.7	-12.5
COCC(=O)Nc1ncc(S(=O)(=O)c2ccc([N+](=O)[O-])cc2)s1	2.4	0.0	2.0	-1.8	3.7	7.5	-2.3	8.3	0.5
CCNc1ccc(S(=O)(=O)N(C)C)cc1NCC(=O)Nc1ccccc1Cl	6.5	0.3	2.0	0.8	-4.0	3.1	11.2	5.6	-3.8
O=C(CN1C(=O)NC2(CCc3ccccc32)C1=O)c1ccc(Br)s1 (stereo not drawn)	1.3	-1.1	3.7	-1.2	1.1	6.1	16.2	3.8	1.1
COc1cc2c(cc1OC)CN(C(=O)C1CCC(=O)N(CCCN3CCOCC3)C1)CC2 (stereo not drawn)	0.3	-10.5	0.5	-0.7	9.4	-3.0	5.4	-0.1	-4.1
CCOc1cc(-c2nc(-c3ccccc3)c(-c3cc([N+](=O)[O-])ccc3C)[nH]2)ccc1O	4.8	-4.7	-0.2	-0.4	4.8	0.8	0.2	9.1	-3.6
CC1=C(C(=O)OCc2ccccc2)C(c2ccccc2Cl)NC(=O)N1CCCC(=O)O (stereo not drawn)	5.6	-1.6	0.4	12.2	-1.0	-0.4	-4.8	9.1	-10.1
O=C(Nc1ccc(S(=O)(=O)N2CCOCC2)cc1)c1cccs1	10.4	-14.2	2.6	-10.6	6.3	-5.8	7.0	1.7	-1.7
CCOC(=O)C1(CCc2ccccc2)CCN(C(=O)C2CCCO2)CC1 (stereo not drawn)	5.8	-4.2	2.2	-7.1	6.5	2.2	-8.7	3.0	-6.7
CCn1c(SCC(=O)NC(C)(C)C)nnc1-c1ccncc1	-0.1	-7.9	-0.1	-0.3	4.3	-1.8	3.7	2.1	-3.3
CCN1C(=O)N[C@@H](c2cccc(C(F)(F)F)c2)[C@@H](C(=O)OC)[C@H]1C	2.1	11.0	1.4	3.0	-4.9	-1.8	5.4	4.7	-3.9
O=C(Nc1ccccc1Cl)N1CCCN(c2nc(-c3ccccc3)ns2)CC1	-0.2	37.7	14.5	-28.5	-20.7	1.8	15.7	-0.8	0.0
Nc1ccccc1-c1nc2ccccc2[nH]1	6.2	-5.0	0.6	0.6	8.0	-2.0	0.9	4.5	-6.7
Cc1noc(C)c1S(=O)(=O)N(CC(=O)NC(C)c1ccccc1)c1ccc(C(C)C)cc1 (stereo not drawn)	-0.3	-12.3	0.0	3.8	6.2	-2.6	-6.9	-17.3	-0.5

Two compounds from above with just CHRM1 PAM and TAAR1 ag.
structure | CHRM1 PAM | TAAR1 ag
CCN(C(=O)COC(=O)c1cc(-c2cccc3ccccc23)nc2ccccc12)C1CCS(=O)(=O)C1 (stereo not drawn) | -1.2 | 10.1
CCc1ccc(CNC(=O)C2CCC(=O)N2C2CCCCC2)cc1 (stereo not drawn) | 8.6 | 9.7

Screens: PubChem BioAssay, The Scripps Research Institute Molecular Screening Center

Some of the compounds tested; the hit share may differ from the screen's.
